CDK5 p35 inh: inhibitors of human CDK5/p35 kinase. Q00535+Q15078. Recombinant CDK5/p35, ADP-Glo luminescence, 60 min. inhibition, % at 10 µM. 0.01% of 330,000 active. AID 488839;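 active means highest replicate inhibition of at least 50% and at least 75% of replicates reaching 50%; inconclusive means only one of the two criteria met; inactive means both criteria failed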;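 further: plate controls were DMSO neutral control for no effect and GW8510 at 10 µM for full effect; many of its hits are not listed in these tables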
Tat export inh: inhibitors of E. coli Tat protein transport; E. coli MC4100 TorA-mCherry Tat export, fluorescence; inhibition, % at 10 µM; 0.036% of 340,000 active;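 active means mean replicate inhibition at least 50% and at least half of replicates individually reaching 50%; inconclusive means only one of the two criteria met; inactive means neither criterion met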;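 further: exported cargo escapes ClpAP degradation while cytoplasmic cargo is degraded and loses fluorescence; 0% = median of neutral control wells and 100% = median of NaSCN control wells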
CAL PDZ FP-1: blocks peptide binding to human CAL PDZ domain; AID 504414; 0.02% of 330,000 active; inhibition, % at 20 µM; purified CAL PDZ, TMR-peptide fluorescence polarization, 1 h;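 active means highest replicate inhibition of at least 40%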;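 further: plate controls were DMSO neutral control wells for no effect and unlabeled competitor peptide control wells for full effect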
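Test system: tagged CAL PDZ domain / Buffer or medium: sodium phosphate/NaCl buffer pH 7.4 with TCEP, IgG, Thesit / Reagent: TMR-labelled reporter peptide T*-PRC34 bound in PDZ groove / Compound dosing: single point, 20 µM / Schedule: 1 h incubation at room temperature before polarization reading / Technique: fluorescence polarization (mP) / Benchmarks: unlabelled peptide, DMSO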
MITF TRPM1 HTS: activators of MITF-driven TRPM1 promoter activity in SK-MEL-5 cells. activation, % at 12.5 µM. 0.75% of 300,000 active. SK-MEL-5 TRPM1-promoter luciferase, 24 h; % of positive control, neutral wells = 0;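 active means mean activation of at least 80% with every replicate also reaching 80%; inconclusive means mean reaches 80% but some replicate falls short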;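 further: 0% = neutral control wells and 100% = parthenolide positive control wells; values of inactives mirror those of a sister screen read the other way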
CAL PDZ FP-2: CAL PDZ (human) peptide binding inhibition; 0.92% of 300,000 active; inhibition, % at 24.9 µM; AID 602252; Q9HD26; purified CAL PDZ, TMR-peptide fluorescence polarization, 1 h;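 active means mean inhibition of at least 30% with at least half of replicates also reaching 30%; inconclusive means no clear call, values can overlap the other calls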;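 further: 0% = DMSO neutral control and 100% = excess unlabeled competitor peptide PRC23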
V-ATPase pH: alters yeast V-ATPase proton transport | S. cerevisiae, pHLuorin cytosolic pH fluorescence | response, % at 10 µM | 0.37% of 350,000 active; in the data active means response mostly above about 7.3%, no sharp cut-off; inactive means mostly below about 5.4%; further: actives read high; inactives centre near 0; some compounds called inactive have numbers as strong as hits
Rtt109 HAT inh: blocks Candida albicans Rtt109/Vps75 acetyltransferase activity | Q5AAJ8 | purified Rtt109/Vps75, ThioGlo CoA-SH fluorescence, 4 h | inhibition, % at 34.9 µM | 0.16% of 330,000 active;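 active means inhibition of at least 50% in every replicate; inconclusive means best replicate reaches 50% inhibition but some replicates fall short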
Target sequence (Q5AAJ8 whole entry, looked up): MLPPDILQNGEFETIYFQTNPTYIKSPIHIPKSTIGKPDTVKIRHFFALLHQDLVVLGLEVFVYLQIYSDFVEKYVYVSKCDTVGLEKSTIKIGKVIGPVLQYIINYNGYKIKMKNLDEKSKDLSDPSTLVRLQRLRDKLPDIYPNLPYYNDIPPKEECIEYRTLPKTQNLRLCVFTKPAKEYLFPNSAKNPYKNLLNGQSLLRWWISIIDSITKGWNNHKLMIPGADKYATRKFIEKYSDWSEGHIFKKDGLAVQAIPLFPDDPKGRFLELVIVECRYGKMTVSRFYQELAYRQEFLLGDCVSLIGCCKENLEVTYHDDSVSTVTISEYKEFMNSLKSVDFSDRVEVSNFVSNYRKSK
dFosB activator: enhances mouse delta FosB homodimer DNA binding | purified delta FosB, TAMRA-CDK5 oligo fluorescence polarization; percent of positive-control signal above neutral wells | AID 493131 | 0.99% of 340,000 active | P13346 | activation, % at 25 µM;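 active means mean activation above about 17%, with every replicate also reaching it, limit read from the data, passing the limit was not always enough; inconclusive means only one of the two conditions met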;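 further: fluorescence polarization rise as delta FosB binds a TAMRA Cdk5 AP-1 oligo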
Target sequence (P13346 whole entry, looked up): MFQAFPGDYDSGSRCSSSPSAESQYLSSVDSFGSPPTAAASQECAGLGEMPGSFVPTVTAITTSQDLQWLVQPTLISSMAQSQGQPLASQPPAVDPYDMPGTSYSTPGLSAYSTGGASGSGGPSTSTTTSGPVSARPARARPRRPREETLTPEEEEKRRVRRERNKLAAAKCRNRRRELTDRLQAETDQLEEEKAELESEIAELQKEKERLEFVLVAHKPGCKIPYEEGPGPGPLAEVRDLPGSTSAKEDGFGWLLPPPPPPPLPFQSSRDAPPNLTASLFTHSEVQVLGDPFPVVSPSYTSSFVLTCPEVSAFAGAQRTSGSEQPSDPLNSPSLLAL
RTF Ca sens act: cardiac RTF calcium sensitization; IANBD-labeled TnC RTF fluorescence at EC20 calcium; 0% EC20 calcium, 100% full calcium; activation, % at 7.2 µM; 0.24% of 340,000 active; AID 493008;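 active means activation above the mean over all tested compounds plus 3 SD, cut at about 30% in these data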;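 further: rise in fluorescence read as greater calcium sensitivity of cardiac thin filaments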
Wnt bcat act: Wnt/beta-catenin pathway activation | Wnt/beta-catenin reporter cell assay, activator, plate reader | activation, % at 9.35 µM | 1.2% of 300,000 active | AID 743398; in the data active means activation above about 30%, passing the limit was not always enough; inconclusive means no clear call, values can overlap the other calls;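 further: 0% = neutral control wells and 100% = positive control wells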
Starred values were filed as active, the others as inactive; u = inconclusive; x = no result given.

Under each structure: CDK5 p35 inh | Tat export inh | CAL PDZ FP-1 | MITF TRPM1 HTS | CAL PDZ FP-2 | V-ATPase pH | Rtt109 HAT inh | dFosB activator | RTF Ca sens act | Wnt bcat act
- Cc1c(CN2CCC(CO)(Cc3cccc(C(F)(F)F)c3)CC2)c2ccccc2n1C
  -0.9 | -3 | -2.9 | -21 | 1 | -2 | 2 | -20 | 1 | -3
- COc1ccccc1CNC(=O)CN1C(=O)COc2ccc(S(=O)(=O)NC3CCCC3)cc21
  0.1 | -1 | -0.5 | -1 | x | 2 | 25 | -9 | -6 | -1
- COc1ccc2c3c(cccc13)OCC2=O
  3.0 | 14 | 0.2 | -9 | 0 | 9 | -3 | -5 | 1 | x
- COC(=O)c1ccc(NC(=S)N2CCN(C(=O)c3ccco3)CC2)cc1
  0.9 | -4 | -1.8 | -1 | 0 | -1 | 2 | -3 | 3 | -3
- COc1ccc(NC(=O)C2CC2)cc1S(=O)(=O)N1CCOCC1
  2.0 | 1 | -0.6 | 6 | 5 | 0 | -8 | -3 | -7 | -5
- C=CCc1ccc(OCCCCNC2CCCC2)c(OC)c1
  -3.6 | 1 | 0.4 | 8 | -4 | 0 | 4 | -2 | 11 | -2
- CC(=O)N/C(=C\c1ccccc1)C(=O)OCC(=O)Nc1cc(S(=O)(=O)N(C)C)ccc1C
  -0.5 | -5 | -1.7 | -2 | -13 | -1 | 6 | -4 | 6 | 1
- O=S(=O)(c1cc(Cl)ccc1Cl)N1CC2CCCN2c2ccc(C(F)(F)F)cc21 (stereo unspecified)
  1.6 | -5 | -0.4 | x | -4 | -2 | -12 | -1 | 6 | 0
- Cc1csc2c(N3CCN(C(=O)NC(C)(C)C)CC3)ncnc12
  -1.1 | -13 | -0.6 | 6 | -3 | 0 | 0 | -9 | 10 | -3
- CSc1ccc(Cl)c(C(=O)OCC(=O)N2CCN(c3ccccc3)CC2)c1
  -0.1 | 11 | -1.6 | 16 | -2 | 2 | -3 | -4 | -14 | -2
- CSc1ccccc1C(=O)Nc1ccc(C)cc1C
  -1.7 | 10 | -1.7 | 14 | -2 | 2 | x | -6 | 4 | 2
- Cc1ccc(CCNC(=O)c2ccc(NC3=NC4CS(=O)(=O)CC4S3)cc2)cc1 (stereo unspecified)
  -1.5 | 0 | -0.4 | -4 | 4 | -2 | -1 | 10 | 1 | -2
- O=C(NCC1CCCO1)c1ccc(C(=O)NCC2CCCO2)cc1 (stereo unspecified)
  -4.3 | 12 | -0.8 | 14 | 0 | 4 | -2 | -7 | 4 | x
- COc1ccc(NS(=O)(=O)c2ccc3oc(Nc4ccc5c(c4)OCCO5)nc3c2)cc1
  2.1 | 9 | -1.0 | 21 | -3 | 2 | -10 | 3 | -1 | x
- COc1ccc(O)c(C(=O)C2c3ccccc3C(=O)N2c2ccc(C)cc2)c1 (stereo unspecified)
  -3.8 | -2 | 1.3 | 71 | 1 | 1 | 12 | -9 | 8 | -1

The last three records of the part above lead into the next:
Under each structure: CDK5 p35 inh | Tat export inh | CAL PDZ FP-1 | MITF TRPM1 HTS | CAL PDZ FP-2 | V-ATPase pH | Rtt109 HAT inh | dFosB activator | RTF Ca sens act | Wnt bcat act
- O=C(NCC1CCCO1)c1ccc(C(=O)NCC2CCCO2)cc1 (stereo unspecified)
  -4.3 | 12 | -0.8 | 14 | 0 | 4 | -2 | -7 | 4 | x
- COc1ccc(NS(=O)(=O)c2ccc3oc(Nc4ccc5c(c4)OCCO5)nc3c2)cc1
  2.1 | 9 | -1.0 | 21 | -3 | 2 | -10 | 3 | -1 | x
- COc1ccc(O)c(C(=O)C2c3ccccc3C(=O)N2c2ccc(C)cc2)c1 (stereo unspecified)
  -3.8 | -2 | 1.3 | 71 | 1 | 1 | 12 | -9 | 8 | -1
- O=C(CCS(=O)(=O)c1ccccc1)NCc1ccccc1
  0.3 | -5 | -0.4 | 13 | -2 | -2 | 22 | -2 | 2 | 5
- O=C(COc1ccccc1)Nc1ccc(Cl)cn1
  -0.1 | 2 | -0.2 | 41 | 4 | 3 | 3 | -2 | -2 | 7
- CCc1ccc(CN2CCC(C(=O)Nc3ccc(-n4nc(C)cc4C)cc3)CC2)o1
  0.6 | -3 | -2.2 | -8 | -1 | 3 | 0 | -11 | 7 | 7
- CCOC(=O)c1ccccc1NC(=O)[C@@H]1CCCN1C(=O)OC(C)(C)C
  0.3 | -1 | -0.8 | -1 | -5 | 1 | -1 | -3 | -3 | -2
- CC(C)Cc1nnc(NS(C)(=O)=O)s1
  0.3 | -9 | -1.6 | 6 | -3 | -5 | -1 | 4 | 5 | x
- COc1ccc(CCN(C)C2CCCN(C(=O)CCC(F)(F)F)C2)cc1OC (stereo unspecified)
  1.3 | 9 | 0.5 | x | 7 | 0 | 1 | -9 | 2 | -1
- Cc1ccc2c(c1)C1CN(C)CCC1N2C(=O)COc1ccc(N(C)C(=O)C(C)(C)C)cc1 (stereo unspecified)
  2.5 | -14 | -1.4 | 10 | -3 | 0 | 11 | -8 | 0 | 1
- COc1ccccc1N1CCN(C2CCCN(Cc3cc(F)cc(F)c3)C2)CC1 (stereo unspecified)
  1.2 | 7 | -1.3 | -18 | -1 | -2 | 9 | -5 | 0 | -1
- CCOc1ccc(NC(=S)N(C)C)cc1
  0.3 | -3 | -0.3 | 12 | -8 | -1 | -4 | 1 | 3 | 2
- CC1(C2CC2)NC(=O)N(CC(=O)Nc2ccc(Cl)c([N+](=O)[O-])c2)C1=O (stereo unspecified)
  0.6 | 3 | 0.1 | -3 | 0 | 2 | 6 | -5 | 1 | 0
- CC(C)N(Cc1ccccc1)C(=O)c1ccc2c(c1)OCO2
  0.2 | 10 | -2.1 | 0 | 2 | -10 | -1 | -15 | -1 | 3
- COc1cc(NC(=O)CN2C(=O)COc3ccc(S(=O)(=O)N4CCCCC4)cc32)cc(OC)c1
  0.8 | 5 | -1.1 | -12 | -7 | -1 | 18 | -12 | 1 | -1
- CCn1c(SCC(=O)NC2CC2)nnc1-c1ccc(OC)cc1
  -1.0 | 17 | -2.3 | 1 | -6 | 0 | -4 | -2 | -7 | -4
- Cc1cccc(OCC(=O)Nc2cc(Cl)ccc2-n2cncn2)c1C
  0.0 | 3 | -2.6 | 5 | -1 | -5 | -2 | -1 | 0 | -1
- O=S(=O)(Nc1cccc2ccccc12)c1ccccc1F
  1.1 | -11 | -1.9 | 5 | -1 | -4 | -4 | -8 | -3 | 0

Part of the list above with just CAL PDZ FP-2 and RTF Ca sens act:
compound	CAL PDZ FP-2	RTF Ca sens act
O=C(CCS(=O)(=O)c1ccccc1)NCc1ccccc1	-2	2
O=C(COc1ccccc1)Nc1ccc(Cl)cn1	4	-2

(listing goes on)
mol	CDK5 p35 inh	Tat export inh	CAL PDZ FP-1	MITF TRPM1 HTS	CAL PDZ FP-2	V-ATPase pH	Rtt109 HAT inh	dFosB activator	RTF Ca sens act	Wnt bcat act
CN1C(=O)/C(=C/C=C2\SCCN2C)N(C)C1=S	0.7	-5	-0.2	71	-1	-6	-10	-4	12	-1
Cc1ccc(C)n1-n1c(C)nc2scc(-c3ccccc3)c2c1=O	-2.1	2	0.5	-2	-10	-1	-2	1	-2	-4
CC(=O)c1c(C)[nH]c(C(=O)COc2ccc3c(C)cc(=O)oc3c2)c1C	0.4	1	1.0	x	-5	-2	11	-12	0	0
COc1cc(OC)c2cc[nH]c2c1	1.6	2	-1.2	3	-1	-5	5	1	-4	0
O=C(O)CCCC(=O)N1CCc2cc(S(=O)(=O)NCc3ccc(F)cc3)ccc21	-2.2	-4	-0.2	-14	x	2	-1	-3	10	-1
COc1cc(/C=N/Nc2nc(Nc3ccc(C)cc3)nc(-n3nc(C)cc3C)n2)cc(OC)c1OC	-1.5	-6	-2.2	x	2	0	-1	15	0	2
COc1cc(OC)cc(C(=O)N[C@H](C(=O)NC2=NCCS2)C(C)C)c1	-1.1	-3	-0.7	-8	x	5	-2	-6	-4	-3
COC(=O)c1cc(C)sc1NC(=O)C1CC=CCC1C(=O)O (stereo unspecified)	-0.9	0	0.1	-6	-4	-1	-8	4	-3	-1
CC(=O)OCCN(C)c1cc(SC(C)C)c2nonc2c1[N+](=O)[O-]	0.8	-1	-0.5	0	0	-4	5	1	-1	-1
CCOC(=O)Cc1c(C)[nH]c(=S)[nH]c1=O	-0.5	-13	-0.1	-6	-1	-1	-20	2	2	x
Cc1ccc(-n2ncc3c(N4CCC(C(N)=O)CC4)ncnc32)c(C)c1	-0.4	-7	-1.1	9	-2	-4	15	5	1	2
CC(C)c1cc(CNC(=O)CCc2nnc(CCCc3ccccc3)o2)on1	3.1	-8	-1.7	52	-2	-2	x	-2	-5	u
CCCCCCOC(=O)c1ccc(OC(=O)c2cccnc2)cc1	-1.0	18	0.3	64	-4	4	12	-8	0	x
COC(=O)c1cccc(-n2c(C)cc(C=O)c2C)c1	-0.5	-4	-2.5	8	0	-1	1	0	1	-4
Cc1ccn2cc(CCNC(=O)CC(C)(C)C)nc2c1	0.3	-5	-0.7	4	-3	-2	2	3	-3	x
O=C(CSc1ncccn1)N1CCC(Cc2ccccc2)CC1	0.9	2	-0.4	0	3	-3	-25	-12	6	3
COc1ccc(N2C(=O)C(CC(=O)Nc3ccc(F)cc3)N(CCc3ccc(OC)c(OC)c3)C2=O)cc1 (stereo unspecified)	0.8	2	-2.8	-1	-2	-2	-1	-4	2	-1
N#CCS(=O)(=O)c1ccccc1	0.1	-4	-0.1	-4	-3	-1	-1	-2	5	-2
CCOC(=O)Cn1cnc2c(sc3nc(C)cc(C)c32)c1=O	0.2	4	-0.9	x	-1	3	-1	-4	-7	38*
O=C(COC(=O)Cc1ccsc1)Nc1ccc(Cl)cc1F	-1.1	-13	-0.5	-1	-3	5	0	-2	4	-7
COc1ccccc1NC(=S)N1CCCc2ccccc21	1.6	-4	-1.9	-3	-1	-2	11	6	0	-2
Cc1cc(C)c(C#N)c(SCC(=O)NN2CC(=O)N(c3ccccc3F)CC2=O)n1	-0.4	3	-0.4	2	-2	-1	8	6	-3	x
CC1(C)Oc2ccc3ccc(=O)oc3c2/C(=C/Nc2ccc(O)cc2)C1=O	0.1	0	1.9	-10	0	-1	6	-5	-8	x
O=C(CSc1nc(=O)n(CCCN2CCOCC2)c2c1CCC2)Nc1ccc(F)cc1F	-1.1	0	-0.9	0	-1	0	8	0	6	-1
C1CN(c2nc3nonc3n3nnnc23)CCO1	2.6	3	-0.2	x	-2	0	6	-4	6	x
O=C(C1CCN(Cc2nc(Cc3cccc(F)c3)no2)CC1)N1CCOCC1	0.4	0	4.7	-3	-3	1	-2	-1	-3	-2

Compound activity: PubChem BioAssay, several laboratories
